# Screening data: PubChem, several laboratories
# RmlC RmlD mix: RmlC and RmlD coupled enzyme inhibitors, primary screen, biochemical, 384-well, compound mixtures, retest | RmlC/RmlD coupled enzyme inhibition, 384-well mixture HTS | inhibition, % at 5.5 µM | hit rate 0.39% among 110,000; in the data active = inhibition above about 30%, passing the limit was not always enough; also: strong numbers were not always called active
# RT RNaseH block: HIV-1 RT RNase H inhibitors, primary screen, biochemical, fluorescence; Gag-Pol polyprotein (Human immunodeficiency virus type 1 group M subtype B (isolate …; RT-RNase H RNA/DNA duplex cleavage; inhibition, % at 10 µM; hit rate 1.9% among 65,000; AID 565, 2006; in the data active = inhibition above about 50%
# Numbers without * were called inactive; . = no result given. Only part of the results is shown; count on the stated rates, not on these rows.
# Start of the data: the first 25 entries as a preview:
SMILES,RmlC RmlD mix,RT RNaseH block
CS(=O)(=O)N(CC(=O)N1CCCCC1)c1sc2c(c1C#N)CCCC2,2,-10
COCCN(C(=O)c1ccccc1)c1nnc(-c2cccnc2)s1,11,-3
C=CCc1cccc(/C=N/NC(=O)CNc2ccccc2)c1O,3,.
CC(C)NCCOCCSc1ccc(Cl)cc1,2,.
COc1cccc(/C(C#N)=C/c2c(-c3ccc(Cl)cc3)nc3c(C)cccn23)c1,-2,.
Oc1cc(NCc2cccnc2)ccc1-c1nc2ccccc2o1,-19,1
Cc1ccc(O)c(CN2CCN(c3ccccc3)CC2)c1,7,-1
Cc1csc(Cn2c(CN(C)C)nc3ccccc3c2=O)n1,1,-6
O=c1c2ccccc2nnn1CSc1nnc2ccccn12,6,-3
COC(=O)c1cccc(S(=O)(=O)N2CCOCC2)c1,9,.
Cc1cc2ncn(CC(O)COc3cccc(C(=O)O)c3)c2cc1C (centres undefined),10,-7
Cc1ccc(C)c(NC(=O)c2ccccn2)c1,12,-2
COc1cc(C2C(C#N)=C(N)Oc3n[nH]c(-c4ccncc4)c32)cc(OC)c1OC (centres undefined),.,-4
CCn1c(C(=O)N2CCC(C(=O)N3CCN(c4ccccn4)CC3)CC2)cc2sccc21,-10,-7
COc1ccccc1C(OC(=O)c1cccs1)C(=O)NCc1ccco1 (centres undefined),-1,-10
Cc1oc2ccccc2c1-c1cn2c(n1)SCC2,52*,3
O=C(Cn1nnc(-c2ccccc2Cl)n1)N/N=C/c1ccc2c(c1)OCO2,-10,.
Fc1ccccc1NC(=S)NN(Cc1ccccc1)c1ccccc1,0,.
O=C(C1=C[C@H](c2ccc3c(c2)OCO3)C[C@H](OCCCCO)O1)N1CCN(Cc2ccc3c(c2)OCO3)CC1,9,.
CCOC(=O)c1c(-c2ccccc2)nc2ccccn12,-5,.
CCN1CCCC1CNC(=O)c1cc2c(-c3cccc(OC)c3)nn(C)c2s1 (centres undefined),-7,-24
O=C(NCc1ccccc1)C1=C[C@@H](c2csc3ccccc23)C[C@@H](OCc2ccc(CO)cc2)O1,-13,.
CC1(C)Cc2ccccc2-c2nnnn21,1,-8
COc1ccccc1NC(=O)CCN1CC(C)OC(C)C1 (centres undefined),40,.
O=C(CCC1CCCCC1)Nc1ncn[nH]1,-25,5

# Results (from the top)
SMILES,RmlC RmlD mix,RT RNaseH block
CS(=O)(=O)N(CC(=O)N1CCCCC1)c1sc2c(c1C#N)CCCC2,2,-10
COCCN(C(=O)c1ccccc1)c1nnc(-c2cccnc2)s1,11,-3
C=CCc1cccc(/C=N/NC(=O)CNc2ccccc2)c1O,3,.
CC(C)NCCOCCSc1ccc(Cl)cc1,2,.
COc1cccc(/C(C#N)=C/c2c(-c3ccc(Cl)cc3)nc3c(C)cccn23)c1,-2,.
Oc1cc(NCc2cccnc2)ccc1-c1nc2ccccc2o1,-19,1
Cc1ccc(O)c(CN2CCN(c3ccccc3)CC2)c1,7,-1
Cc1csc(Cn2c(CN(C)C)nc3ccccc3c2=O)n1,1,-6
O=c1c2ccccc2nnn1CSc1nnc2ccccn12,6,-3
COC(=O)c1cccc(S(=O)(=O)N2CCOCC2)c1,9,.
Cc1cc2ncn(CC(O)COc3cccc(C(=O)O)c3)c2cc1C (centres undefined),10,-7
Cc1ccc(C)c(NC(=O)c2ccccn2)c1,12,-2
COc1cc(C2C(C#N)=C(N)Oc3n[nH]c(-c4ccncc4)c32)cc(OC)c1OC (centres undefined),.,-4
CCn1c(C(=O)N2CCC(C(=O)N3CCN(c4ccccn4)CC3)CC2)cc2sccc21,-10,-7
COc1ccccc1C(OC(=O)c1cccs1)C(=O)NCc1ccco1 (centres undefined),-1,-10
Cc1oc2ccccc2c1-c1cn2c(n1)SCC2,52*,3
O=C(Cn1nnc(-c2ccccc2Cl)n1)N/N=C/c1ccc2c(c1)OCO2,-10,.
Fc1ccccc1NC(=S)NN(Cc1ccccc1)c1ccccc1,0,.
O=C(C1=C[C@H](c2ccc3c(c2)OCO3)C[C@H](OCCCCO)O1)N1CCN(Cc2ccc3c(c2)OCO3)CC1,9,.
CCOC(=O)c1c(-c2ccccc2)nc2ccccn12,-5,.
CCN1CCCC1CNC(=O)c1cc2c(-c3cccc(OC)c3)nn(C)c2s1 (centres undefined),-7,-24
O=C(NCc1ccccc1)C1=C[C@@H](c2csc3ccccc23)C[C@@H](OCc2ccc(CO)cc2)O1,-13,.
CC1(C)Cc2ccccc2-c2nnnn21,1,-8
COc1ccccc1NC(=O)CCN1CC(C)OC(C)C1 (centres undefined),40,.
O=C(CCC1CCCCC1)Nc1ncn[nH]1,-25,5

# Going on with the list:
SMILES,RmlC RmlD mix,RT RNaseH block
CCCCC(=O)OCCNC(=O)c1cc2ccccc2oc1=O,7,-41
COC(=O)c1cc2ccsc2n1CC(=O)N(C)c1ccccc1,-10,-5
CC(C)Cn1c(SCC(=O)N2CCN(S(=O)(=O)c3ccccc3)CC2)nc2ccccc21,.,-14
CCOC(=O)CN1CC23C=CC(O2)C(C(=O)NC2CCCCC2)C3C1=O (centres undefined),12,-23
CCOc1ccc2nc(NC(=O)C(CC)Sc3nc(C)cc(=O)[nH]3)sc2c1 (centres undefined),-63,-3
CCOC(=O)c1c(N)c(C#N)c2n1CCCCC2,5,-32
Cc1cccc(-n2c(C)nc3cc(C(=O)N4CCC5(CC4)OCCO5)ccc32)c1,4,3
COc1ccc(C(=O)/C(=C/c2cccs2)c2nc3ccccc3o2)cc1,-14,.
O=[N+]([O-])c1cccc(Cl)c1NCCNc1ncc(C(F)(F)F)cc1Cl,-8,.
O=C(CCN1CCC(c2ccccc2)C1)c1ccccc1 (centres undefined),-15,.
CNC(=O)CC12CC3CC(CC(C3)C1)C2,-11,.
Cc1ccc(C)c(N2CCN(c3nc4ccccc4c(=O)n3Cc3ccccc3)CC2)c1,-11,.
CN1CC2(C)CN(C(c3ccccc3)c3ccccc3)CC(C)(C1)C2O (centres undefined),-25,10
CCOC(=O)c1c(-c2ccncc2)csc1N,-7,41
Cc1cccc(C2Nc3ccccc3C(=O)N2c2ccc(F)cc2)n1 (centres undefined),22,.
OC12CCCCC1C(c1ccc3c(c1)OCO3)N(Cc1ccc(F)cc1)CC2 (centres undefined),-7,6
CC(=O)/C(=N/Nc1ccccc1C)N1CCOCC1,3,.
Fc1ccccc1CNc1cc(Cl)cc(Cl)c1,-9,.
CC1CCN(CCCNC(=O)C2CCC(=O)N2C2CCCC2)CC1 (centres undefined),-15,-6
O=C(O)c1[nH]c2ccc(Cl)cc2c1CC(=O)N1CCN(C(=O)c2ccco2)CC1,-16,32
Cc1c(NC(=O)CSc2nnc3c4ccccc4n(CCc4ccccc4)c3n2)c(=O)n(-c2ccccc2)n1C,11,.
CC(C)CC(=O)Nc1nc2c(c(=O)[nH]1)CCCC2,-33,.
O=C(CSc1nnc(-c2ccc(O)cc2)o1)N1CCOCC1,-6,-8
COc1ccccc1S(=O)(=O)Cc1ccc(C(=O)NCc2ccc3c(c2)OCO3)o1,5,-10
COC(=O)c1nnn(CC(=O)Nc2cccc(OC)c2)c1C(=O)OC,-11,0

# Continuation:
SMILES,RmlC RmlD mix,RT RNaseH block
CCOC(=O)N1CCC(c2cc(=O)n3[nH]cc(C(=O)OC)c3n2)CC1,-15,-3
Cc1cc(C(F)(F)F)n2ncc(-c3ccc(F)cc3)c2n1,3,.
CCOC(=O)N1CCN(C(=O)C2CCN(S(=O)(=O)N(CC)CC)CC2)CC1,16,4
O=C(CSc1ncnc2ccccc12)N1CCN(c2ccccc2)CC1,.,-26
COc1ccc(NC(=O)c2cc3cc(OC)ccc3oc2=N)cc1,1,-22
CCNS(=O)(=O)c1ccc(NC(=O)c2ccccc2)cc1,4,.
CC[n+]1c(/C=C2/C=C(C)CC(C)(C)C2)sc2ccc(OC)cc21,7,.
CCCSc1nsc(NC(=O)C(c2ccccc2)c2ccccc2)n1,0,.
COc1cc(C(=O)NC(=S)Nc2ccc(Cl)c(C(=O)O)c2)cc(OC)c1OC,-10,.
Cc1ccc2nc3c(cc(C#N)c(=O)n3CC3CCCO3)c(=O)n2c1 (centres undefined),105*,-12
COc1ccccc1OCc1nnc(SCC(=O)Nc2ccc(C)cc2)n1C,3,-15
c1ccc(-c2nc3ccccn3c2NCc2ccc3c(c2)OCO3)cc1,-44,.
COc1ccc(S(=O)(=O)n2cnc3cc(C)c(C)cc32)cc1C,3,-69
Cc1cc2oc(=O)cc(CN3CCCCC3C)c2c(C)c1Cl (centres undefined),11,-3
CC(=O)NC(Cc1ccccc1C)C(=O)NC1CCN(c2c3c(nc4ncnn24)CCC3)CC1 (centres undefined),.,-9
CC(C)c1ccc(C2CC(=O)N3CN(C)CSC3=C2C#N)cc1 (centres undefined),-2,73*
CCc1sc(N(C(=O)Cc2ccccc2)c2ccc(F)cc2)nc1-c1ccccc1,-13,.
Cc1nn(CC(=O)NCCN2CCOCC2)c(C)c1[N+](=O)[O-],-12,.
CCCCOC(=O)Nc1nc2ccccc2s1,4,.
CC1(C)CC(=O)C2=C(C1)Nc1nc(SCCN3CCOCC3)[nH]c(=O)c1C2c1cccs1 (centres undefined),-5,1
O=C(Nc1ccc(OC(F)F)c(Cl)c1)Nc1ccc2c(c1)OCO2,-8,4
CS(=O)(=O)N(CC(=O)Nc1ccccc1Sc1ccccc1)c1ccc(F)cc1,-10,.
Cc1ccc(CC(=O)Nc2ccccc2N2CCOCC2)cc1C,-2,.
COc1ccc(-c2oc(NC(=O)CSc3ncn[nH]3)c(C#N)c2-c2ccc(OC)cc2)cc1,13,.
CCn1c2ccccc2c2cc(NC(=O)CSc3nnc(-c4ccccc4OC)n3N)ccc21,-6,4

# Look-ups from the entries so far.
# Cc1nn(CC(=O)NCCN2CCOCC2)c(C)c1[N+](=O)[O-] in RmlC RmlD mix: -12
# Cc1cc2oc(=O)cc(CN3CCCCC3C)c2c(C)c1Cl (centres undefined) in RmlC RmlD mix: 11

# Other entries follow:
SMILES,RmlC RmlD mix,RT RNaseH block
CCc1ccc(-c2nc(CN3CCC(C(=O)NCc4ccco4)CC3)c(C)o2)cc1,-4,3
CCc1c(C)nc2cc(-c3cc(OC)cc(OC)c3)nn2c1N1CCN(CCN2CCOCC2)CC1,-11,.
O=C(Nc1cccc(S(=O)(=O)C(F)F)c1)c1ccc(Cl)c(S(=O)(=O)N2CCOCC2)c1,10,-4
CCOC(=O)c1nnc(-c2ccccc2)nc1NCc1ccccc1,6,.
CCCCN(Cc1cc2cc(OC)ccc2[nH]c1=O)C(=O)COc1ccccc1,10,3
Cc1nn(C)c(C)c1S(=O)(=O)N(CC(=O)NC1CCCCCC1)c1ccc(C(C)C)cc1,7,.
c1ccc(Cc2nn3c(Cn4nnc5ccccc54)nnc3s2)cc1,.,74*
O=C(OCC(=O)N1CCN(C(=O)c2ccco2)CC1)c1cc(-c2ccccc2)nc2ccccc12,-11,7
Cc1ccnc(N2CCC(C(=O)Nc3cccc(C(F)(F)F)c3)CC2)n1,-4,-22
CC/C(=N\NS(C)(=O)=O)c1ccccc1,-89,.
COc1cccc(/C=N/NC(=O)CCc2c(C)n[nH]c2C)c1,-158,.
O=C(c1ccccc1)c1cnc2ccc(Cl)cc2c1N1CCOCC1,-6,.
Cc1nc(NS(=O)(=O)c2ccccc2)sc1NC(=O)OC(C)C,-7,9
Cc1oc2nc(SCC(=O)NCCCO)nc(N)c2c1C,8,.
COc1cccc(-n2ccnc2SCC(=O)NCc2ccccc2)c1,8,-12
CCCCCCc1c(O)c2ccccc2[nH]c1=O,37,-11
CCOC(=O)c1nn(-c2ccc(Br)cc2)cc1C(=O)c1cccc2ccccc12,6,.
O=C(CCS(=O)(=O)Cc1ccccc1)NCC1CCCO1 (centres undefined),2,-9
CC(C)CC(=O)Nc1cc(C(F)(F)F)ccc1N1CCOCC1,10,.
CCN1CNC(=S)N(c2cccc(C)c2C)C1,12,.
CC(=O)OCC(=O)c1c[nH]c2ccccc12,-3,.
CCCCn1c(N)c(Sc2ccccc2)c(=O)[nH]c1=O,7,.
COCCCn1c(N)c(-c2nc3ccccc3n2C)c2nc3ccccc3nc21,-4,.
CCOc1ccc(N/C=C/C(=O)c2ccc(C)cc2)c([N+](=O)[O-])c1,-11,.
CCCCCc1cc(=O)oc2c(C(CCN(CC)CC)c3ccc(N(C)C)cc3)c(OC)cc(OC)c12 (centres undefined),-7,.

# Later entries:
SMILES,RmlC RmlD mix,RT RNaseH block
O=C(NCc1cccnc1)NC1(C(F)(F)F)Oc2ccc(Cl)cc2O1 (centres undefined),6,41
CC(C)CNC(=S)NNC(=O)c1csc2c1CCCC2,-19,.
CN(C)S(=O)(=O)c1ccc(C(=O)Nc2ccccn2)cc1,-13,-9
Cn1c(=O)oc2cc(S(=O)(=O)Nc3ccc4c(c3)OCO4)ccc21,4,17
CN(C)CCCNC(CC(=O)Nc1ccc(Cl)cc1)C(=O)O (centres undefined),.,-6
O=C(O)C1CC(=O)N(c2ccc(F)c(F)c2)C1 (centres undefined),-13,-4
Cc1noc(C)c1CSc1nc2sc(C)c(C)c2c(=O)n1C1CCCC1,-6,-5
CCOC(=O)c1ccc(NC(=O)C2CCN(S(=O)(=O)c3ccccc3)CC2)cc1,-12,-7
O=C1CC2CS(=O)(=O)CC2N1C1CCCCC1 (centres undefined),13,-10
CNC(=O)/C(C#N)=C/c1ccc(-c2ccc(OC)cc2[N+](=O)[O-])o1,16,.
CCOc1ccc2nc(NC(=O)CN3CCN(c4ccccn4)CC3)sc2c1,4,2
CCOC(=O)N1CCC(NC(=O)c2sc3nc4n(c(=O)c3c2C)CCCC4)CC1,-14,-5
CCOC(=O)c1c(NC(=O)CN2CCCCC2)sc2c1CCC(C=O)=C2Cl,-12,.
CCCN=C(C)c1c(-c2ccccc2)[nH]n(-c2nc3ccccc3s2)c1=O,-9,.
Nc1ccc2c(c1)C(=O)N(CC1CCCO1)C2=O (centres undefined),6,4
COc1ccc(NC(=O)C2CCCN(C)C2)cc1OCC(C)C (centres undefined),7,.
COc1ccccc1Nc1nc(=O)[nH]nc1C,13,.
COc1ccc(CCNS(=O)(=O)c2cccc(C(=O)O)c2)cc1OC,.,-9
Cc1ccc2nsnc2c1NC(=O)c1ccc(-c2cc(Cl)ccc2Cl)o1,0,.
COc1ccc(CN2CC(C(=O)NCc3cccc(OC)c3)CC2=O)cc1 (centres undefined),-4,-5
